KCNK9 inh: inhibitors of human KCNK9 two-pore domain potassium channel; Q9NPC2; HEK293 KCNK9, FluxOR thallium flux fluorescence; hits give low values; B-score at 10 µM; hit rate 1.2% among 310,000; AID 488922;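 active = ratio B-score over 3 SD below the library mean, with starting fluorescence within 5 SD of its mean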;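 note: negative B-score means less thallium flux so channel inhibition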
Target sequence (Q9NPC2 whole entry, looked up, the tested form may be a part): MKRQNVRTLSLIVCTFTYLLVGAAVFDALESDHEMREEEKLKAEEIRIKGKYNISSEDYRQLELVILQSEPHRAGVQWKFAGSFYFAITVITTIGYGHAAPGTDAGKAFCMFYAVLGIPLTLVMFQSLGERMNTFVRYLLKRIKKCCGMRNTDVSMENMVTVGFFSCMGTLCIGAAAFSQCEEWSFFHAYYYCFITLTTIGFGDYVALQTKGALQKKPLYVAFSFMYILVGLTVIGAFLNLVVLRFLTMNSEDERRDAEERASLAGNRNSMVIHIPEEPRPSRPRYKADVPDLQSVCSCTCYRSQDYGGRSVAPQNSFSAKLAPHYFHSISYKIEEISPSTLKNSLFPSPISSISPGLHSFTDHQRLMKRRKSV
hERG rescue: compounds protecting human hERG from proarrhythmic drug block; Q12809; CHO-hERG, FluxOR thallium flux, dofetilide IC70 present; activation (rescue from dofetilide block), less the hit threshold, % at 10 µM; hit rate 0.51% among 310,000; AID 1511;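 active = activation above the mean of controls blocked by dofetilide plus 5 SD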;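 note: thallium influx through hERG after potassium depolarization seen as dye fluorescence rise; in these data hits start at about 4.7%; inactives centre near -7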
HDAC3 inh: human HDAC3 inhibition; O15379; recombinant HDAC3, fluorogenic peptide/trypsin coupled, fluorescence; inhibition, % at 8.3 µM; hit rate 0.15% among 320,000; in the data active = inhibition above about 26%, passing the limit was not always enough
GSK3B inh: blocks human GSK3beta kinase activity; GST-GSK3beta kinase, ADP-Glo luminescence, 60 min; hits give low values; activity score (negative = inhibition), % at 10 µM; hit rate 0.038% among 300,000; AID 2097;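 active = more than half of replicate wells score below -50%, meaning over 50% inhibition versus plate controls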;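 note: 0% = median DMSO wells and -100% = median GW8510 positive control wells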
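Assay system: GST-tagged human GSK3beta kinase, cell-free; Input: 1.6 ng GSK3beta; Medium: Tris/MgCl2 kinase buffer; Timing: 60 min enzyme reaction, room temperature; Signal: ADP-Glo luminescence quantifying ADP generated by kinase; Evaluation: score relative to plate controls; Benchmarks: DMSO neutral wells and GW8510 at 20 µM as positive.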
GSK3A inh: human GSK-3 alpha kinase inhibition; inhibition, % at 10 µM; ADP-Glo luminescence, 60 min; AID 2650; hit rate 0.1% among 320,000;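 in the data active = inhibition above about 50%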;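 note: GST-tagged GSK-3 alpha with peptide substrate and 25 µM ATP; 0% = DMSO neutral wells and 100% = GW8510 positive control wells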
DYRK1A inh: Dyrk1A (rat) kinase inhibition. Q63470. ADP-Glo luminescence, NFATc1 peptide. inhibition, % at 12.5 µM. hit rate 0.43% among 310,000; in the data active = inhibition above about 50%;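 note: plate controls were vehicle with enzyme for no effect and no enzyme for full effect; many of its hits are not listed in these tables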
PolyA inh: yeast polyadenylation inhibition; S. cerevisiae SKY197-pL101 polyadenylation reporter, beta-gal luminescence; efflux-impaired pdr1/pdr3 knockout yeast; score 100 = 6 SD above DMSO; calls only at 12 µM; hit rate 0.02% among 300,000;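 active = lowest replicate activity score at least 50, where 100 means six control SD above control mean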;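 note: yeast exposed to compound for 9 h at 30 °C; higher score means more reporter readthrough which indicates perturbed polyadenylation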
KCNQ1 inh: blocks the human KCNQ1 potassium channel; P51787; CHO-K1 KCNQ1, FluxOR thallium flux fluorescence; hits give high values; B-score at 10 µM; hit rate 1.3% among 310,000;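 active = compounds whose thallium flux B-score, printed positive for inhibition, exceeds three library SD while starting fluorescence stays within three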;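 note: channel opened by potassium depolarization with thallium stimulus after 20 min compound exposure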
Target sequence (P51787 whole entry, looked up): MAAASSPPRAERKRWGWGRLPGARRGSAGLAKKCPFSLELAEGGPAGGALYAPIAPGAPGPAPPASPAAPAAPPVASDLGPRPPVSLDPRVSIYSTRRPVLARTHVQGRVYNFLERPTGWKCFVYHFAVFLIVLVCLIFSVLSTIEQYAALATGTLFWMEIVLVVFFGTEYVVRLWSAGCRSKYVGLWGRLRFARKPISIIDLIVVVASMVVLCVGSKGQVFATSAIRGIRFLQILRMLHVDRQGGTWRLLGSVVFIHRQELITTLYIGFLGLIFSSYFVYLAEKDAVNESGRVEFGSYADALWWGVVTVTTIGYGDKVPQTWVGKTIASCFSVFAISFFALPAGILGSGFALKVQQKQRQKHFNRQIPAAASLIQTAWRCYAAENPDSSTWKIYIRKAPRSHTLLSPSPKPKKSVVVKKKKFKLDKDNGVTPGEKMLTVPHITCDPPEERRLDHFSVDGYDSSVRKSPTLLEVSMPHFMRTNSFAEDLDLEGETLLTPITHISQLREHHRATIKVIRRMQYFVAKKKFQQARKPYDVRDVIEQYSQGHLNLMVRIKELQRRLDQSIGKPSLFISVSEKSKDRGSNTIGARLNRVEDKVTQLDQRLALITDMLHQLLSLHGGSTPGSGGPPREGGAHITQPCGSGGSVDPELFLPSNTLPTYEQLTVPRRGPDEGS
KCNK3 block: human KCNK3 channel inhibition, primary screen. CHO-KCNK3 thallium flux, FluxOR fluorescence; hits give low values. B-score at 10 µM. hit rate 0.84% among 340,000;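 active = B-score under library mean minus 4 SD, starting fluorescence ratio at most library mean plus 5 SD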;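 note: more negative B-score means stronger inhibition of thallium flux through KCNK3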
KCNQ1 act: potentiators or activators of human KCNQ1 potassium channel; CHO-K1 KCNQ1, thallium flux FluxOR fluorescence; hits give high values; hit rate 0.35% among 310,000; AID 2648; P51787; B-score at 10 µM;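 active = fluorescence ratio B-score, a plate-corrected score, at least three library SD, with initial intensity B-score within 5 SD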
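System: Stable KCNQ1 CHO-K1 line | Incubation: 90 min dye loading and 20 min compound exposure, both at room temperature | Measure: Ratio B score | Medium: Assay buffer for compound exposure, DMSO matched across wells | Compound dosing: Single-concentration screen | Probe or stimulus: K+/Tl+ depolarizing stimulus | Measured by: Kinetic FluxOR fluorescence, 10 s baseline plus 110 s post-stimulus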
RGS4 pot: RGS4 potentiation or activation; HEK293 M3R/inducible RGS4, carbachol calcium flux Fluo4; hits give low values; B-score at 10 µM; hit rate 0.92% among 310,000;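 active = B-score of the integrated calcium signal more than 4 SD below the library mean, with starting fluorescence not abnormally high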;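 note: negative B-score means reduced calcium response which marks RGS4 activation or potentiation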
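Assay system: Inducible-RGS4 HEK293 cells carrying M3 receptor | Schedule: Compound preincubation 20 min at room temperature before agonist | Signal: Kinetic calcium fluorescence imaging with Fluo4-AM dye, 2 µM | Read-out basis: B score from integrated fluorescence ratio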
Active calls of the source: *; i = inactive; x = not tested or not shown.

The line under a structure holds: KCNK9 inh	hERG rescue	HDAC3 inh	GSK3B inh	GSK3A inh	DYRK1A inh	PolyA inh	KCNQ1 inh	KCNK3 block	KCNQ1 act	RGS4 pot
- COc1ccc(CCN2C(=O)CCC2(C)C(=O)NC2CCCC2)cc1OC (centres undefined)
→ i	-8	0	-1	-6	-6	i	i	i	i	i
- CN(Cc1ccccc1)C(=O)c1cnc2n(c1=O)CCS2
→ i	-9	3	1	1	-12	i	i	i	i	i
- CC(C)NC(=O)Nc1cccc(Cl)c1
→ i	-12	5	-1	-1	9	i	i	i	i	i
- Cc1ccc(-n2nc3c(c2NC(=O)c2cccs2)CS(=O)(=O)C3)cc1
→ i	-9	-7	1	0	-2	i	i	i	i	i
- COc1ccc(NC(=O)c2ocnc2C)cc1OC
→ i	-5	-3	1	1	5	i	i	i	i	i
- O=C(CSc1nc2ccccc2nc1N1CCCC1)Nc1ccc(Cl)cc1
→ i	-12	0	2	-1	-1	i	i	i	i	i
- CC(=O)Nc1ccc(S(=O)(=O)Nc2ccc(Cl)nn2)cc1
→ i	-7	2	3	1	-1	i	i	i	i	i
- O=C(Cc1ccccc1[N+](=O)[O-])OCc1cccc([N+](=O)[O-])c1
→ i	-11	-4	0	-2	x	i	i	x	i	i
- COc1ccc(OC)c(S(=O)(=O)NCCO)c1
→ i	-6	-10	-3	1	2	i	i	i	i	i
- CC12CC3CC(C)(C1)CC(C(=O)Nc1nn[nH]n1)(C3)C2
→ i	-11	-1	-3	-5	8	i	i	i	i	i
- C=C(C)COc1ccc2oc(C)c(C(=O)OCCOC)c2c1
→ i	-12	6	2	-1	-4	i	i	i	i	i
- COC(=O)c1sccc1NC(=O)CSc1nnnn1-c1ccccc1F
→ i	-5	3	1	0	9	i	i	i	i	i
- O=C(O)c1csc(Cc2ccccc2)n1
→ i	-3	-5	0	-8	-6	i	i	i	i	i
- CC(=O)Nc1ccc(CC#N)cc1
→ i	-5	-2	-3	-1	2	i	i	i	i	i
- CCc1ccc(NC(=O)CSc2nc3ccsc3c(=O)n2CCC(=O)O)cc1
→ i	-5	6	5	-3	0	i	i	i	i	i
- O=c1c2cc(F)ccc2[nH]c(=S)n1Cc1ccc(F)cc1
→ i	0	7	-2	-1	x	i	i	i	i	i
- Cc1ccc2nc(C)c3c(c2c1)N(c1ccccc1)CC3
→ i	-17	1	0	2	-3	i	7*	i	i	i
- O=C(Nc1cccc2cccnc12)c1cccnc1
→ i	-2	-3	-5	10	10	i	i	i	i	i
- O=C(Nc1cccc2c1CCCC2)c1ccccc1Cl
→ i	-4	0	-2	-1	-1	i	i	i	i	i
- Cc1ccc(N=Nc2c(C)[nH]n(C(N)=S)c2=O)cc1C
→ i	1	4	2	1	-1	i	i	i	i	i
- O=S(=O)(Nc1ccc(O)c(Sc2nc3ccccc3s2)c1)c1ccc(Cl)cc1
→ i	-5	7	1	-2	-1	i	i	i	i	i
- Cc1csc(NC(=S)Nc2cccc(Cl)c2)n1
→ i	-3	7	0	1	0	i	i	i	i	i
- C#CCOC(=O)/C(=C/C=C/c1ccccc1)NC(=O)c1ccccc1
→ i	-13	14	-1	-5	-1	i	i	i	i	i
- O=C(Nc1ncc(Cl)cc1Cl)c1c(F)cccc1Cl
→ i	0	1	0	0	1	i	i	i	i	i
- CC(C)(C)c1ccc(/C=C2\Oc3cc(O)ccc3C2=O)cc1
→ i	-3	5	-1	-1	5	i	i	i	i	i
- CCN1CCN(C(=O)c2ccc(CS(=O)Cc3ccc(C)cc3)o2)CC1 (centres undefined)
→ i	-6	-1	1	-1	0	i	i	i	i	i
- CCCS(=O)(=O)N1CCCC(C(=O)Oc2ccc(OC)cc2)C1 (centres undefined)
→ i	4	0	-3	x	-7	i	i	i	i	i
- COc1cc(Br)c(Br)cc1N
→ i	-9	-11	0	-4	-3	i	i	i	i	i
- COC(=O)C1=C(C)NC2=C(C(=O)CCC2)C1c1cn(Cc2ccc(Br)cc2)nc1-c1ccccc1 (centres undefined)
→ i	-7	-26	0	-3	0	i	i	i	i	i
- O=C(CSc1n[nH]c(=O)n1C1CC1)NCc1ccccc1
→ i	-15	1	0	0	-1	i	i	i	i	i
- CCc1cccc(NC(=O)C2CCCN2S(=O)(=O)c2cccc3cccnc23)c1 (centres undefined)
→ i	-9	-2	-1	5	2	i	i	i	i	i
- Cc1ccc(NC(=O)C(Cc2ccccc2)NC(=O)OCc2ccccc2)cc1C (centres undefined)
→ i	-12	-2	3	-3	5	i	i	i	i	i
- O=C(c1cnccn1)N1CCN(c2ccccc2F)CC1
→ i	-3	1	1	-2	1	i	i	i	i	i
- O=C(Nc1nnc(Cc2ccccc2F)s1)Nc1ccccc1F
→ i	-10	-6	-2	-2	-3	i	i	i	i	i
- Cc1ccc(-c2nc(CS(=O)CC(=O)NC3CCC(C)CC3)c(C)o2)cc1 (centres undefined)
→ i	-14	3	-1	-2	1	i	i	i	i	i
- Cc1cc(OCc2nnc(SC(C)C(=O)O)n2-c2ccccc2)ccc1Cl (centres undefined)
→ i	-6	2	0	-3	-3	i	i	i	i	i
- CC1=CC(=O)C=C(C)C1=NOC(=O)/C=C\c1ccccc1
→ i	-8	13	2	-1	12	i	i	i	i	i
- COc1ccc(N(CC(=O)NCCC2=CCCCC2)S(=O)(=O)c2c(C)[nH]c(=O)[nH]c2=O)cc1
→ i	-7	-2	1	-3	4	i	i	i	i	i
- CSc1nc(C)cc(OCC(=O)n2nc(C)cc2C)n1
→ i	-9	-5	-3	-1	0	i	i	i	i	i
- CCCCOc1ccc(Cl)cc1CSc1nnc(C)n1N
→ i	-7	3	2	2	7	i	i	i	i	i

KCNQ1 inh, what is marked active above
Molecule | KCNK9 inh | HDAC3 inh | GSK3B inh | GSK3A inh | DYRK1A inh | PolyA inh | KCNQ1 inh | KCNK3 block | KCNQ1 act
Cc1ccc2nc(C)c3c(c2c1)N(c1ccccc1)CC3 | i | 1 | 0 | 2 | -3 | i | 7* | i | i

New compounds follow.
The line under a structure holds: KCNK9 inh	hERG rescue	HDAC3 inh	GSK3B inh	GSK3A inh	DYRK1A inh	PolyA inh	KCNQ1 inh	KCNK3 block	KCNQ1 act	RGS4 pot
- CCn1cc(CCC(=O)NCc2ccccc2OC)c2ccccc21
→ i	-5	15	-1	0	-2	i	i	i	i	i
- COc1ccc(C2NCCc3c2[nH]c2ccccc32)cc1COc1ccc(F)cc1 (centres undefined)
→ i	-35	7	1	-1	-1	i	i	i	i	i
- CC1CCCC(C)N1C(=O)CCN1C(=O)C2C3C=CC(C3)C2C1=O (centres undefined)
→ i	-6	3	1	-2	3	i	i	i	i	i
- CCN(CC)S(=O)(=O)c1ccc(/C=C/C(=O)OCC#N)cc1
→ i	-6	-5	2	0	-2	i	i	i	i	i
- O=C(N/C(=C/c1cccnc1)C(=O)N1CCOCC1)c1ccccc1
→ i	-11	1	1	-1	-1	i	i	i	i	i
- O=C(/C=C/c1cccs1)N1CCCC1
→ i	-4	7	-1	-1	0	i	i	i	i	i
- Cc1sc2nc(C3CC3)nc(SCC(=O)N3CCCc4ccccc43)c2c1C
→ i	-7	6	5	-1	x	i	i	x	i	i
- Cc1ccc(C)c(NC(=O)CSc2nc3[nH]ncc3c(=O)[nH]2)c1
→ i	-6	-2	0	2	-3	i	i	i	i	i
- NS(=O)(=O)c1ccc(NC(=O)c2c(Cl)cccc2Cl)cc1
→ i	-6	1	-1	0	11	i	i	i	i	i
- CN1CCO/C1=C(\C(Cl)=C(Cl)Cl)[N+](=O)[O-]
→ i	-1	1	-5	-1	0	i	i	i	i	i
- O=C(NCCSc1ccccc1)c1ccc(CN2CCOCC2)cc1
→ i	-8	5	2	-1	-8	i	i	i	i	i
- COc1ccccc1C(=O)NCC(=O)OCC(=O)c1ccc2c(c1)-c1ccccc1C2
→ i	-5	-4	-2	-4	6	i	i	i	i	i
- O=C(NCCc1nnc2ccccn12)c1cccs1
→ i	-2	-1	2	-4	-1	i	i	i	i	i
- COC(=O)Cc1c(OC)ccn(CCc2c[nH]c3ccccc23)c1=O
→ i	-5	2	-3	-1	x	i	i	i	i	i
- Cc1ccc(C2Nc3ccc4ccccc4c3C3=C2C(=O)CC(C)(C)C3)o1 (centres undefined)
→ i	-9	-19	1	-2	-13	i	i	-9*	i	i
- O=C(COc1ccccc1)N(Cc1cccs1)C1CCS(=O)(=O)C1 (centres undefined)
→ i	-4	-3	-2	0	4	i	i	i	i	i
- COc1ccc(OCC(=O)Nc2nc3ccccc3[nH]2)cc1
→ i	-5	1	-1	-2	5	i	i	i	i	i
- N#Cc1c(SCC(=O)Nc2nncs2)sc2c(O)cc(=O)[nH]c12
→ i	-6	1	-4	3	18	i	i	i	i	i
- Cc1cc(NC(=O)CSc2nc3ccccc3n2CC(=O)N2CC(C)CC(C)C2)no1 (centres undefined)
→ i	-8	-4	1	-5	2	i	i	i	i	i
- CC(C(=O)NCc1cccnc1)c1ccc([N+](=O)[O-])cc1 (centres undefined)
→ i	-10	9	0	-3	8	i	i	i	i	i
- CC(=O)Nc1ccc(C(=O)Nc2ccc(S(=O)(=O)N3CCCCC3)cc2)cc1
→ i	-7	-5	0	-1	-9	i	i	i	i	i
- CC(/C=N/n1c(-c2ccncc2)n[nH]c1=S)=C\c1ccco1
→ i	-8	1	-1	13	10	i	i	i	i	i
- O/N=C(/c1ccc(F)cc1)C1CC1c1c(F)cccc1Cl (centres undefined)
→ i	-7	-5	3	-3	3	i	i	i	i	i
- O=C(Oc1oc(-c2ccco2)nc1C=Nc1ccccc1)c1ccoc1
→ i	-1	90*	2	0	-4	i	i	i	i	i
- CCN(CC)CCC#CC1(O)c2ccccc2-c2ccccc21
→ i	-3	2	0	-3	2	i	i	i	i	i
- O=C(C1CCN(S(=O)(=O)c2ccccc2[N+](=O)[O-])CC1)N1CCOCC1
→ i	-5	6	-1	-1	0	i	i	i	i	i
- COc1ccccc1-c1cc(C(F)(F)F)nc(S(=O)(=O)CCCC(=O)O)n1
→ i	-10	-6	-2	2	2	i	i	i	i	i
- O=C(O)c1cc(-c2ccc(/C=C3\NC(=O)N(c4ccc(Cl)cc4)C3=O)o2)ccc1Cl
→ i	-9	-1	4	-4	0	i	i	i	i	i
- Cc1oc2cc(Br)c(O)c(Br)c2c1-c1ccccc1
→ i	-7	2	-2	-3	12	i	i	i	i	i

A portion of the library; count on the stated rates, not on these rows.
